High-throughput results from PubChem BioAssay.
NCF1 inh: inhibitors of human p47phox binding. P14598. p47phox/p22phox peptide binding, fluorescence polarization, 2 h. inhibition, % at 24.7 µM. hit rate 0.53% among 220,000;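 active means inhibition above about 30%, limit read from the data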;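 further: 0% = p47phox with labelled peptide and 100% = labelled peptide alone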
Target sequence (P14598 whole entry, looked up): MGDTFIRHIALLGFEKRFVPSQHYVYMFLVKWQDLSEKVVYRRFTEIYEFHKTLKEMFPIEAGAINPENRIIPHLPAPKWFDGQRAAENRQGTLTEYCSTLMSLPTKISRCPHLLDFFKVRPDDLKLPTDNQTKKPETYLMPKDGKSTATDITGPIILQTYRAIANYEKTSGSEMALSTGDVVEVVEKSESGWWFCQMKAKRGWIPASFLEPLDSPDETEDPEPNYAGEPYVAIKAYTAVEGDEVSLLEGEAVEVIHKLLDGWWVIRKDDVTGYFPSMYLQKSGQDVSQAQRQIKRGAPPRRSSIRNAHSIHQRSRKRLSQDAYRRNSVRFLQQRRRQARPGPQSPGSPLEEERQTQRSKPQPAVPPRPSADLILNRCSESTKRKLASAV
Tb hexokinase: T. brucei hexokinase 1 inhibition; recombinant TbHK1, G6PDH-coupled NADH A340; inhibition, % at 10 µM; hit rate 0.11% among 220,000; AID 1430;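 active means inhibition of 50% or more in the single-dose primary screen; inactive means inhibition below 50%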
EP2 antag: EP2 receptor (human) inhibition | inhibition, % at 25 µM | P43116 | hit rate 0.52% among 260,000 | C6 glioma cells expressing human EP2, cAMP TR-FRET; cells stimulated with saturating PGE2;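 active means percent inhibition above 40 after rounding to a whole number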;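 further: rat C6 glioma host cells with rolipram phosphodiesterase inhibitor present; the protocol text gives 20 µM as final concentration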
p97 ATPase inh: blocks human p97 ATPase activity; P55072; recombinant p97 ATPase, Kinase-Glo ATP luminescence, 3 h; inhibition, % at 8 µM; hit rate 0.42% among 220,000; AID 1481; in the data active means inhibition above about 15%;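 further: 0% = DMSO vehicle and 100% = wells lacking enzyme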
BaF3 parental: counter-screen for JAK2V617F inhibitors: parental Ba/F3 viability inhibitors | CellTiter-Glo ATP luminescence | inhibition, % at 5.6 µM | hit rate 1.1% among 220,000;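 active means inhibition above a per-campaign cutoff, the mean inhibition of all tested compounds plus 3 SD, cut at about 27% in these data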;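 further: 0% = DMSO wells and 100% = JAK Inhibitor I control wells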
RBBP9 inh: human RBBP9 hydrolase inhibition; O75884; recombinant RBBP9, FP-Rh probe fluorescence polarization; inhibition, % at 7.94 µM; hit rate 0.2% among 220,000; AID 1515;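 active means inhibition above the campaign mean of all tested compounds plus 3 SD, cut at about 14% in these data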;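 further: plate controls were DMSO wells with RBBP9 for no effect and wells lacking RBBP9 protein for full effect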
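Test system: recombinant human RBBP9; Timing: 30 min then 45 min, 25 °C; Detection: fluorescence polarization; Control set: RBBP9 with DMSO as uninhibited control, no-protein wells as full inhibition; Compound dosing: one concentration, 7.94 µM nominal, 0.794% DMSO; Probe or stimulus: FP-Rh activity-based probe, 375 nM before mixing.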
Furin inhibitor: human furin inhibition; purified furin, fluorogenic substrate cleavage; inhibition, % at 30 µM; P09958; hit rate 0.061% among 220,000; in the data active means inhibition above about 25%; further: inactives centre near -15
Target sequence (P09958 108-714 limits assumed): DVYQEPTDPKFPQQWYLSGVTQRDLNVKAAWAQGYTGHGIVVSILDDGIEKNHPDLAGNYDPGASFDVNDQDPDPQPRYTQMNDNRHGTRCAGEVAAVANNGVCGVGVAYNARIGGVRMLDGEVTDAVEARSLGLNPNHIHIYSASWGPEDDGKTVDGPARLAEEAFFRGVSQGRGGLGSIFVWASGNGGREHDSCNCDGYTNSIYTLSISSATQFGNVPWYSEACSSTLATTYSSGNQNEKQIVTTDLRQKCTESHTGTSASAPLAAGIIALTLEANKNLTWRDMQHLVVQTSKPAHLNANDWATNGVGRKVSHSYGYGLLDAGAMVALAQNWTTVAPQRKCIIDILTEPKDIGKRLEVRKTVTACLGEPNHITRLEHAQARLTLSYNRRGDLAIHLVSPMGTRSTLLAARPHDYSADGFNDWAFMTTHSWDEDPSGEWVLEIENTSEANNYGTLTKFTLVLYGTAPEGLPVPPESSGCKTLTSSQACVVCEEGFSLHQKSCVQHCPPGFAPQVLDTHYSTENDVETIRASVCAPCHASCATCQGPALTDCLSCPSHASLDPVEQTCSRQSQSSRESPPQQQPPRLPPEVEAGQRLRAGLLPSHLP
PPC-1+TRAIL kill: compounds killing PPC-1 cancer cells with TRAIL present (potentiator screen, no TRAIL-free arm) | PPC-1 cells + TRAIL, ATPLite viability luminescence | cell killing (% activity), % at 4 µM | hit rate 0.41% among 220,000 | AID 1443;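 active means cell killing above 50% in the first pass at 4 µM, then a duplicate retest at 5 µM averaging 50% or more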;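 further: plate controls were cells with TRAIL plus DMSO for no effect and medium-only wells lacking cells for full effect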
Ba/F3 V617F tox: reduce viability of Ba/F3 cells dependent on JAK2V617F; hit rate 1.1% among 220,000; Ba/F3 EpoR-JAK2V617F viability, ATP luminescence; inhibition, % at 5.6 µM; AID 1446;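 active means inhibition above the campaign mean plus 3 SD over all tested compounds, cut at about 24% in these data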;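 further: cytokine-independent growth of Ba/F3 cells driven by EpoR plus mutant JAK2; 0% = DMSO-treated cells and 100% = JAK inhibitor I control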
* hit, by the source's call; & = joins results of further samples; [ ] = dose if it differs, or a comment. These rows are one share of the data, so the mix of outcomes need not match the whole.

`CCOc1ccc(-c2cc(N)n(S(=O)(=O)c3ccc(OC)c(OC)c3)n2)cc1` gave NCF1 inh -8.2, Tb hexokinase -5.7, EP2 antag 10.3, p97 ATPase inh 0.8, BaF3 parental 10.1, RBBP9 inh -0.6, Furin inhibitor -11.3, PPC-1+TRAIL kill 6.3 and Ba/F3 V617F tox 1.7.
Screening COc1ccc(C(=O)Nc2ccc(N3CCC(C)CC3)cc2)cc1Br returned NCF1 inh -18.4, Tb hexokinase -2.5, EP2 antag 11.6, p97 ATPase inh -0.8, BaF3 parental 7.3, RBBP9 inh -5.6, Furin inhibitor -30.6, PPC-1+TRAIL kill 9.1 and Ba/F3 V617F tox 1.7.
`Cc1ccc(-c2noc(CSc3ccccc3)n2)cc1` gave NCF1 inh 1.9, Tb hexokinase 18.9, EP2 antag 8.2, p97 ATPase inh -2.7, BaF3 parental 5.0, RBBP9 inh -4.2, Furin inhibitor -4.6[20 µM], PPC-1+TRAIL kill 19.7 and Ba/F3 V617F tox 4.6.
CC(Oc1ccc(C#N)cc1)C(=O)c1ccc(F)c(F)c1 (stereo unspecified) was read as NCF1 inh -3.7, Tb hexokinase -3.3, EP2 antag 4.0, p97 ATPase inh -4.0, BaF3 parental -0.4, RBBP9 inh -10.9, Furin inhibitor -19.5, PPC-1+TRAIL kill 11.2 and Ba/F3 V617F tox 0.4.
Screening CCC(=O)NC(/C=C/c1ccccc1)c1cc([N+](=O)[O-])c2cccnc2c1O (stereo unspecified) returned NCF1 inh -81.4, Tb hexokinase 0.1, EP2 antag 3.7, p97 ATPase inh 5.9, BaF3 parental 4.0, RBBP9 inh -10.4, Furin inhibitor -17.0, PPC-1+TRAIL kill 11.9 and Ba/F3 V617F tox -1.2.
`C1=Nc2ccccc2CN1c1ccccc1` gave NCF1 inh -5.7, Tb hexokinase 20.8, EP2 antag 9.4, p97 ATPase inh 3.0, BaF3 parental 1.6, RBBP9 inh -5.0, Furin inhibitor -1.7, PPC-1+TRAIL kill 19.8 and Ba/F3 V617F tox -5.2.
CCOc1ccc(C(=O)C2CCN(CC(=O)Nc3ccccc3N3CCOCC3)CC2)cc1 was read as NCF1 inh -14.9, Tb hexokinase 8.9, EP2 antag 4.9&16.6, p97 ATPase inh -2.6, BaF3 parental 3.3, RBBP9 inh -4.2, Furin inhibitor -14.1[20 µM], PPC-1+TRAIL kill 8.8 and Ba/F3 V617F tox -3.1.
COCc1nnc(NC(=O)c2cc(C(=O)OC)cc([N+](=O)[O-])c2)s1 was read as NCF1 inh -8.2, Tb hexokinase 26.2, EP2 antag 13.1, p97 ATPase inh 3.7, BaF3 parental 1.9, RBBP9 inh -1.2, Furin inhibitor -13.3, PPC-1+TRAIL kill 7.9 and Ba/F3 V617F tox -2.8.
For Cc1cc(C)nc(NS(=O)(=O)c2ccc(NC(=S)NC(=O)CC(C)C)cc2)n1 the results were NCF1 inh 2.8, Tb hexokinase -3.7, p97 ATPase inh -2.2, BaF3 parental 1.2, RBBP9 inh -7.1, Furin inhibitor -16.1[20 µM], PPC-1+TRAIL kill 11.9 and Ba/F3 V617F tox -1.0.
`Cc1cc(C)c2nc(Nc3nc(-c4ccccc4)cc(=O)[nH]3)nc(C)c2c1` gave NCF1 inh -14.2, Tb hexokinase -33.3, EP2 antag 12.3, p97 ATPase inh 2.2, BaF3 parental 1.1, RBBP9 inh 3.5, Furin inhibitor -13.1, PPC-1+TRAIL kill 15.5 and Ba/F3 V617F tox -0.2.
For O=C(O)C1C2C=CC(C2)C1C(=O)NCCCn1ccnc1 (stereo unspecified) the results were NCF1 inh -4.8, Tb hexokinase 7.6, EP2 antag 12.1, p97 ATPase inh 4.0, BaF3 parental 0.8, RBBP9 inh -3.3, Furin inhibitor -17.6[20 µM], PPC-1+TRAIL kill 15.9 and Ba/F3 V617F tox -3.6.
`O=C(NC(=S)Nc1ccccc1Cl)c1cnn2c(C(F)(F)F)cc(C(F)(F)F)nc12` gave NCF1 inh -11.3, Tb hexokinase -12.6, EP2 antag 7.2, p97 ATPase inh 2.6, BaF3 parental -5.7, RBBP9 inh -6.0, Furin inhibitor -7.8, PPC-1+TRAIL kill -6.7 and Ba/F3 V617F tox -1.1.
`O=C(CN1C(=O)COc2ccc(S(=O)(=O)N3CCOCC3)cc21)NCc1ccco1` gave NCF1 inh -8.6, Tb hexokinase 0.6, EP2 antag 6.2, p97 ATPase inh 7.0, BaF3 parental -0.5, RBBP9 inh -8.2, Furin inhibitor -25.7, PPC-1+TRAIL kill 11.9 and Ba/F3 V617F tox -2.9.
Screening CCc1ccccc1NNC(=O)CCc1ccccc1 returned NCF1 inh -4.0, Tb hexokinase 3.6, EP2 antag 8.6, p97 ATPase inh 6.2, BaF3 parental 0.2, RBBP9 inh -0.3, Furin inhibitor -13.3, PPC-1+TRAIL kill -10.5 and Ba/F3 V617F tox -3.6.
For CCN1CCCC1Cn1cnc2c([nH]c3ccc(C)cc32)c1=O (stereo unspecified) the results were NCF1 inh 0.6, Tb hexokinase -5.4, p97 ATPase inh 5.0, BaF3 parental 4.0, RBBP9 inh -4.3, Furin inhibitor -17.7, PPC-1+TRAIL kill 5.9 and Ba/F3 V617F tox 3.7.
For Cc1noc(NS(=O)(=O)c2ccc(N3Cc4ccccc4C3=O)cc2)c1C the results were NCF1 inh 1.0, Tb hexokinase -9.3, EP2 antag 5.1, p97 ATPase inh 4.4, BaF3 parental 9.2, RBBP9 inh -2.3, Furin inhibitor -18.0, PPC-1+TRAIL kill 21.7 and Ba/F3 V617F tox -0.1.
For CCN1CCN(CCCCOc2ccccc2F)CC1 the results were NCF1 inh 0.9, Tb hexokinase -0.8, EP2 antag 2.6, p97 ATPase inh -6.1, BaF3 parental 3.6, RBBP9 inh -2.3, Furin inhibitor -5.4[20 µM], PPC-1+TRAIL kill 19.1 and Ba/F3 V617F tox 0.8.
For NS(=O)(=O)c1cccc(NC(=O)CSc2nnnn2-c2ccccc2)c1 the results were NCF1 inh -10.1, Tb hexokinase -3.5, EP2 antag 5.4, p97 ATPase inh 3.7, BaF3 parental -2.1, RBBP9 inh -5.9, Furin inhibitor -24.0, PPC-1+TRAIL kill -5.9 and Ba/F3 V617F tox -1.4.
`Cc1nc(CN2CCN(C(=O)c3ccc(C(C)(C)C)cc3)CC2)cs1` gave NCF1 inh 2.9, Tb hexokinase -3.7, EP2 antag 12.0, p97 ATPase inh -3.1, BaF3 parental 7.0, RBBP9 inh -12.0, Furin inhibitor -25.0, PPC-1+TRAIL kill 15.2 and Ba/F3 V617F tox -3.1.
Screening CSc1ccc(/C=C(\C(=O)O)c2ccc(S(=O)(=O)N3CCCCC3)s2)cc1 returned NCF1 inh -7.6, Tb hexokinase -11.7, EP2 antag 8.2, p97 ATPase inh -6.1, BaF3 parental 21.5, RBBP9 inh -10.8, Furin inhibitor 1.2, PPC-1+TRAIL kill -1.2 and Ba/F3 V617F tox 4.3.
NS(=O)(=O)c1ccc(NS(=O)(=O)/C=C/c2ccccc2)cc1 was read as NCF1 inh -15.6, Tb hexokinase -2.9, EP2 antag 8.5, p97 ATPase inh 6.7, BaF3 parental 0.0, RBBP9 inh -4.9, Furin inhibitor -22.6, PPC-1+TRAIL kill -3.2 and Ba/F3 V617F tox -2.2.
COC(=O)COc1cccc(NC(=O)c2ccccc2)c1 was read as NCF1 inh -5.9, Tb hexokinase -2.4, EP2 antag 0.8, p97 ATPase inh 1.9, BaF3 parental 1.0, RBBP9 inh 0.7, Furin inhibitor -12.5, PPC-1+TRAIL kill 9.7 and Ba/F3 V617F tox -1.3.
`Cc1cc(C)cc(N(CC(=O)Nc2ccccc2C(=O)N2CCOCC2)S(C)(=O)=O)c1` gave NCF1 inh -5.0, Tb hexokinase -1.7, EP2 antag 9.6, p97 ATPase inh 0.6, BaF3 parental -3.9, RBBP9 inh -6.1, Furin inhibitor -23.8, PPC-1+TRAIL kill 9.6 and Ba/F3 V617F tox -0.2.
For CCCOCCc1nnc(N)s1 the results were NCF1 inh 1.0, Tb hexokinase -3.0, EP2 antag 8.0, p97 ATPase inh -0.7, BaF3 parental -7.3, RBBP9 inh 1.5, Furin inhibitor -4.6, PPC-1+TRAIL kill 1.1 and Ba/F3 V617F tox 4.0.
`CN1CCN(C(=S)NC(=O)c2ccc(Cl)cc2)CC1` gave NCF1 inh -8.6, Tb hexokinase 11.5, EP2 antag 15.1, p97 ATPase inh 5.3, BaF3 parental 5.8, RBBP9 inh -6.8, Furin inhibitor -29.2, PPC-1+TRAIL kill 3.2 and Ba/F3 V617F tox -0.3.
`O=C(c1cc2nc(-c3ccc(Cl)cc3)cc(C(F)(F)F)n2n1)N1CCOCC1` gave NCF1 inh -1.9, Tb hexokinase -9.7, EP2 antag 9.0, p97 ATPase inh 0.2, BaF3 parental 4.5, RBBP9 inh -13.5, Furin inhibitor -15.1, PPC-1+TRAIL kill 7.7 and Ba/F3 V617F tox 0.5.
Screening CCOC(=O)c1c[nH]c(=O)c(Br)c1O returned NCF1 inh -5.8, Tb hexokinase 5.3, EP2 antag 5.8, p97 ATPase inh 3.0, BaF3 parental 4.2, RBBP9 inh 3.5, Furin inhibitor -7.6, PPC-1+TRAIL kill 11.5 and Ba/F3 V617F tox 0.6.
For Brc1c(CSc2nnc(-c3ccco3)o2)nc2ccccn12 the results were NCF1 inh -5.1, Tb hexokinase -2.0, EP2 antag 16.6, p97 ATPase inh 3.0, BaF3 parental -0.3, RBBP9 inh -0.2, Furin inhibitor -15.9, PPC-1+TRAIL kill 20.6 and Ba/F3 V617F tox -2.8.
Screening O=C(O)C1CCN(c2ncccn2)CC1 returned NCF1 inh -3.3, Tb hexokinase -6.4, EP2 antag 12.6, p97 ATPase inh -4.3, BaF3 parental 2.6, RBBP9 inh -6.9, Furin inhibitor -13.4, PPC-1+TRAIL kill 0.2 and Ba/F3 V617F tox 1.4.
Screening Cc1noc(C)c1C(=O)N1CCC(CO)(Cc2ccccc2)CC1 returned NCF1 inh -1.5, Tb hexokinase -2.9, EP2 antag 5.4, p97 ATPase inh 2.1, BaF3 parental 3.2, RBBP9 inh -5.9, Furin inhibitor -28.6, PPC-1+TRAIL kill 15.2 and Ba/F3 V617F tox -1.9.
For COc1ccc(-n2nc(C(=O)Nc3ccc(OC)c(OC)c3)c3c4ccccc4n(C)c3c2=O)cc1 the results were NCF1 inh -9.5, Tb hexokinase -24.6, EP2 antag 10.0, p97 ATPase inh -4.2, BaF3 parental 1.9, RBBP9 inh -11.8, Furin inhibitor -9.6[20 µM], PPC-1+TRAIL kill 23.1 and Ba/F3 V617F tox -0.3.
For CCOCCc1c(O)nc(SCC(=O)NCc2ccco2)[nH]c1=O the results were NCF1 inh -9.1, Tb hexokinase 12.9, EP2 antag 2.8, p97 ATPase inh -1.1, BaF3 parental 5.2, RBBP9 inh -1.5, Furin inhibitor -17.7, PPC-1+TRAIL kill 14.5 and Ba/F3 V617F tox 2.4.
Screening COc1ccc(NC(=O)c2cccc(NC(=O)C(C)C)c2)c([N+](=O)[O-])c1 returned NCF1 inh -1.6, Tb hexokinase -3.7, EP2 antag 6.6, p97 ATPase inh -4.4, BaF3 parental 9.8, RBBP9 inh -3.1, Furin inhibitor -9.5, PPC-1+TRAIL kill 10.9 and Ba/F3 V617F tox 4.7.
c1cc2cn[nH]c2cc1NC1CCCCCC1 was read as NCF1 inh 4.7, Tb hexokinase 0.2, EP2 antag 6.1, p97 ATPase inh 4.4, BaF3 parental -0.6, RBBP9 inh 7.2, Furin inhibitor -5.4, PPC-1+TRAIL kill -2.0 and Ba/F3 V617F tox -3.3.
